# Screens deposited in PubChem by several laboratories.
# Autophagy HCS = modulators of autophagy; calls only at 10 µM (by protocol); MEF GFP-LC3 puncta imaging; test concentration mostly 10 µM; 0.98% of 190,000 active; AID 463193;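 active = percentage of spot-positive cells more than 3 SD above its plate mean, without a fluorescence outlier flag or 80% toxicity; inconclusive = no clear call, values can overlap the other calls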;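 also: spot-positive cell cutoff set from DMSO-treated cells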
# Insulin prom up = MIN6 insulin promoter up-regulation; 0.3% of 190,000 active; z-score at 5 µM; MIN6 insulin promoter-GFP reporter, high-content imaging; stronger effect = higher value; AID 1625;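 active = z-score above 3 at 5 µM with at least 500 cells counted in the well; inconclusive = wells under 500 cells, flagged as cytotoxic or low count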
# Hep lipid drop = hepatic lipid droplet formation modulation; AML12 mouse hepatocytes, oleate lipid droplets, BODIPY imaging; inhibition, % at 6.5 µM; 0.4% of 240,000 active;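 active = lipid droplet intensity inhibited by at least 50%, with more than 500 cells counted; inconclusive = wells with under 300 cells, treated as cytotoxic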
#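 Material – AML12 mouse liver cells · Also added – oleate loading, 100 µM · Compound dosing – 6.5 µM single-point dosing · Times – overnight treatment with compound plus oleate · Measured by – fluorescence imaging, 20x objective, two fields per well · Read-out – percent inhibition of filter-corrected integrated lipid droplet intensity per well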
# Myeloid diff MLP = myeloid differentiation induction. ER-HoxA9 myeloid progenitors, lysozyme-GFP differentiation, flow cytometry. calls only at 10 µM. 1% of 360,000 active;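 active = normalized GFP-positive differentiation at or above the plate's own cutoff, the solvent-only control mean plus 3 SD; inconclusive = no clear call, values can overlap the other calls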;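 also: cells exposed to compound for four days before flow analysis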
# WT yeast gro inh = growth inhibition of WT yeast, mitochondrial fusion screen. mitochondrial fusion phenotypic screen, WT strain. inhibition, % at 10 µM. 2.1% of 190,000 active; in the data active = inhibition above about 58%; tested in S. cerevisiae
# West Nile virus CPE = inhibition of WNV-induced cytopathic effect – cell-based, CPE readout (AID 1621). 0.02% of 290,000 active. West Nile virus-infected cells, CPE inhibition; higher % means a stronger effect. one-dose CPE inhibition, % at 10 µM; IC50 in µM for titrated hits; in the data active = a potency from the dose series; inconclusive = CPE inhibition mostly from about 3.7% at the one dose, without a potency; inactive = the rest, 99 in 100 with CPE inhibition below about 2.2%; also: strong numbers were not always called active
# MT stabilize HCS = microtubule stabilizers in HeLa cells | % tubulin-high responders, % at 10 µM | AID 2205 | 0.83% of 200,000 active | HeLa tubulin immunostaining HCS, 24 h; share of cells brighter than vehicle mean+2SD;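 active = plate Z-score above 3 for both tubulin-high and condensed-nucleus cell shares, with cell loss under 80%, at 10 µM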;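 also: anti alpha tubulin signal scored within the nucleus-defined area of each cell; some results filed as inactive read as strong as hits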
# b-catenin transl = beta-catenin nuclear translocation modulation. nuclear translocation activity, % at 5 µM. HeLa beta-catenin nuclear translocation, immunofluorescence imaging. 0.3% of 190,000 active;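 active = nuclear translocation activity above 50% at 5 µM, with a well cell count of 50 or more; inconclusive = wells under 50 cells across six images, flagged as toxic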;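 also: per-cell ratio of nuclear to cytoplasmic median beta-catenin stain intensity; plate controls were DMSO negative control for no effect and GSK-3 inhibitor IX positive control for full effect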
#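 Test system: HeLa cells, endogenous beta-catenin; Compound: single 5 µM dose plus 0.02–20 µM confirmation series; Times: compound exposure 24 h at 37°C; Signal: fluorescence imaging of beta-catenin antibody stain plus DAPI; Read-out: % activation, nuclear-to-cytoplasmic median beta-catenin signal ratio per cell.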
# T cell HTS = T cell immune modulators affecting CD8 T cell-vesicle binding. AID 2052. calls only at 7 µM. 2C CD8+ T cell-vesicle binding, flow cytometry; stronger effect = lower value. 0.068% of 330,000 active;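 active = response, share of CD8 T cells binding vesicles, and their 90th percentile fluorescence all below set limits, cut at about 80% in these data, passing the limit was not always enough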
#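 Read-out – percent CD8+ FL2 mean versus row control · System – murine 2C transgenic CD8+ T lymphocytes · Times – 1.5 h cell–vesicle binding at 37 °C, then 20 min icy labelling · Control set – naked vesicles low, QL9 vesicles with vehicle high · Detection – cytometric PE anti-B7-1 and Alexa647 anti-CD8 signals after 1% paraformaldehyde fixation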
# WT yeast gro inh mutant strain = also measured in WT yeast gro inh; calls as there; inhibition, %; mitochondrial fusion phenotypic screen, mutant strain inhibition
# Insulin prom up cell count = second read-out of Insulin prom up, no call of its own (marks repeat the call); cell count; measured here: cytotoxicity, nuclei count;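 total cells summed across four imaged fields per well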
# Hep lipid drop cells 6.5 µM = also measured in Hep lipid drop; calls as there; cell count; measured here: cell count, cytotoxicity flag;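 cells counted across two imaged fields per well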
# b-catenin transl cell count 5 µM = second read-out of b-catenin transl, no call of its own (marks repeat the call); cell count; measured here: cell count, cytotoxicity flag
# T cell HTS vesicle-bound % = also measured in T cell HTS; calls as there; double positive events, %; measured here: CD8+ vesicle-bound cell fraction;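 binding gate set so that unloaded-vesicle control wells show 10% double positive cells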
# MT stabilize HCS Hoechst-high % = second read-out of MT stabilize HCS, no call of its own (marks repeat the call); % Hoechst-high responders; measured here: nuclear condensation Hoechst responders;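 share of cells brighter than vehicle mean plus two SD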
# MT stabilize HCS cytotoxicity % = further read-out of MT stabilize HCS, marked with its call; toxicity, %; measured here: cytotoxicity by cell density;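 0% = mean cell density of plate MIN control wells and 100% = no cells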
# Autophagy HCS cell loss 18 h = recorded beside Autophagy HCS, whose call it bears; toxicity, %; measured here: cell loss, nuclei count;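 cell loss after 18 h compound exposure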
# Myeloid diff MLP GFP+ MAC1+ % = second read-out of Myeloid diff MLP, no call of its own (marks repeat the call); GFP+ MAC1+ double positive, %; measured here: differentiation confirmed by MAC1 staining
# * hit, by the source's call; i = inactive; ? = inconclusive; . = no result given; + = active, no number.
SMILES,Autophagy HCS,Autophagy HCS cell loss 18 h,Insulin prom up,Insulin prom up cell count,Hep lipid drop,Hep lipid drop cells 6.5 µM,Myeloid diff MLP,Myeloid diff MLP GFP+ MAC1+ %,WT yeast gro inh,WT yeast gro inh mutant strain,West Nile virus CPE,MT stabilize HCS,MT stabilize HCS Hoechst-high %,MT stabilize HCS cytotoxicity %,b-catenin transl,b-catenin transl cell count 5 µM,T cell HTS,T cell HTS vesicle-bound %
CN1C[C@@H]2C(c3ccc(C(F)(F)F)cc3)C3(c4ccc(C#N)cc4)CC2(C3)[C@H]1c1ccccc1 (stereo partly specified),.,.,.,.,-22.1,752,i,1.2,.,.,-2.0%,.,.,.,-1.1,1199,i,41.4
COc1ccc(OC)c(C(c2nnnn2Cc2ccccc2)N2CCN(C3CCCCC3)CC2)c1 (stereo unspecified),i,33.2,-0.04,1333,-8.8,655,i,1.0,-6.6,-6.5,-0.5%,4.9,1.3,8.1,-1.1,1038,i,53.5
O=C(Nc1cc(=O)c2ccccc2o1)N1CCCCC1,i,8.6,.,.,.,.,i,0.8,-1.8,-13.2,1.9%,3.7,2.3,4.8,.,.,i,24.2
O=C(c1ccc(CS(=O)Cc2ccc(Cl)cc2)o1)N1CCN(c2ccc(F)cc2)CC1 (stereo unspecified),.,.,.,.,-15.2,764,i,1.9,.,.,0.8%,.,.,.,.,.,i,16.6
Cc1cc([N+](=O)[O-])c2c(c1C)C1C=CCC1C(c1ccccn1)N2 (stereo unspecified),i,5.3,-0.59,1189,-15.3,685,.,.,20.0,-27.6,-0.6%,2.5,3.1,10.5,1.8,892,i,31.7
COc1cc(C2C(C#N)=C(N)OC3=C2C(=O)CC(C)(C)C3)ccc1OC(=O)N1CCOCC1 (stereo unspecified),i,9.2,-0.08,1850,-7.2,692,i,5.7,20.1,11.9,0.0%,2.7,2.2,5.4,-0.6,1038,i,6.2
CC1=C[C@H]2Cc3cc(C)cc(C)c3S(=O)(=O)[C@@H]2C=C1,i,13.6,0.07,1348,-3.7,705,i,0.4,-14.1,-44.8,-0.4%,2.3,2.3,9.9,-0.3,1035,i,34.2
Cc1ccccc1NC(=O)CN(c1ccc(F)cc1)S(C)(=O)=O,i,-2.1,-1.17,1302,2.5,723,i,1.4,9.7,11.2,0.5%,4.2,1.5,2.7,0.4,1131,i,13.9
CCCn1c(=N)n(CC(O)c2ccc(C)cc2)c2ccccc21 (stereo unspecified),.,.,-0.21,1045,-3.6,682,i,0.9,.,.,-0.3%,.,.,.,-0.2,1304,i,40.9
CCOC(=O)NC(=O)/C(C#N)=C\NNc1ncc(C(F)(F)F)cc1Cl,i,10.0,-0.17,1271,12.5,701,i,0.1,4.3,5.8,-0.2%,2.8,0.5,16.9,-3.5,1115,i,43.3
CCOc1ccc(OCCn2nnc3ccccc3c2=O)cc1,i,0.7,-0.35,1432,-10.3,561,i,0.0,-8.7,-7.4,0.3%,1.2,1.9,6.0,-0.6,1092,i,5.8
Cn1ccnc1C1CCCCN1C(=O)c1cc(COc2ccc(F)cc2Cl)on1 (stereo unspecified),i,3.0,-0.11,1596,-18.1,639,i,0.0,13.7,-13.3,-0.8%,3.9,1.9,0.1,0.8,1553,i,38.7
CCN(CC)C(=O)c1ccc(CS(=O)(=O)c2ccc(Br)cc2)cc1,.,.,.,.,0.1,774,i,0.7,.,.,-1.1%,.,.,.,.,.,i,51.6
O=C1CCCC(O)=C1N=Nc1cccc(C(=O)O)c1,i,11.6,0.77,1271,-2.0,719,i,0.4,-7.7,-0.1,-0.2%,1.2,2.2,7.1,-3.5,1042,i,41.5
O=C1c2ccccc2S(=O)(=O)N1CCS(=O)(=O)c1ccc(F)cc1,.,.,.,.,-3.1,683,i,1.1,.,.,0.5%,.,.,.,.,.,i,49.1
Cc1ccccc1OCC(=O)O/N=C(\N)Cc1ccc(Cl)cc1,i,1.7,0.45,999,0.0,834,i,1.7,42.5,40.0,0.2%,3.3,2.1,1.6,-2.0,1042,i,6.0
COc1ccc(N2CCN(C(=O)CN(c3ccccc3)S(=O)(=O)c3ccc(OC)cc3)CC2)cc1,i,-6.8,1.59,834,-8.3,772,i,2.0,16.4,22.0,-1.3%,1.2,1.4,7.5,-0.9,1155,i,19.4
C/C(=N\Nc1nc(-c2ccccn2)nc2ccccc12)c1ccc(F)cc1,.,.,-0.68,902,6.9,607,i,0.8,.,.,0.6%,.,.,.,1.9,1353,i,38.3
CC(C)CCNC(=O)C(Cc1ccccc1)NS(=O)(=O)c1ccc2c(c1)c(=O)n(C)c(=O)n2C (stereo unspecified),i,11.1,-0.69,876,.,.,+,6.2*,-3.4,1.5,-0.3%,5.4,2.5,8.8,.,.,i,37.9
Cc1ccc(NC(=S)Nc2ccc(F)cc2)c(C)c1,i,5.8,-0.76,1110,-4.6,691,i,0.1,-1.0,22.3,-0.8%,3.7,1.9,12.9,0.2,1127,i,59.0
Cc1cc(C)cc(N(C(=O)c2csnn2)C(C(=O)NC2CCCCC2)c2ccncc2)c1 (stereo unspecified),.,.,.,.,-3.7,794,i,0.3,.,.,-0.4%,.,.,.,.,.,i,38.3
CCN1CCc2nc(NC(=O)Cc3ccc4c(c3)OCCO4)sc2C1,i,0.1,.,.,.,.,i,1.4,2.1,2.5,0.0%,2.0,1.6,16.0,-8.5,1028,i,28.1
CCOc1ccc2nc(SCC(=O)c3ccc(C)s3)sc2c1,i,-4.5,0.38,922,-11.9,800,i,0.8,9.2,8.5,-0.2%,2.0,1.2,9.1,.,.,i,49.7
CCCC(c1nnnn1C(C)(C)C)N1CCN(C(=O)c2ccco2)CC1 (stereo unspecified),i,-5.0,0.57,1503,-12.2,585,+,0.8*,-0.5,-10.6,0.1%,3.0,2.0,8.0,-0.3,1505,i,18.4
O=C(CSc1cn(CCNC(=O)c2cccs2)c2ccccc12)NC1CCCC1,i,20.9,0.57,1945,-31.4,594,i,3.5,4.2,0.9,-0.4%,2.9,3.3,9.6,0.3,1143,i,23.8
# Other compounds.
SMILES,Autophagy HCS,Autophagy HCS cell loss 18 h,Insulin prom up,Insulin prom up cell count,Hep lipid drop,Hep lipid drop cells 6.5 µM,Myeloid diff MLP,Myeloid diff MLP GFP+ MAC1+ %,WT yeast gro inh,WT yeast gro inh mutant strain,West Nile virus CPE,MT stabilize HCS,MT stabilize HCS Hoechst-high %,MT stabilize HCS cytotoxicity %,b-catenin transl,b-catenin transl cell count 5 µM,T cell HTS,T cell HTS vesicle-bound %
Cn1ncc(C(=O)Nc2ccc(Cl)cc2)c1C(F)(F)F,.,.,-0.05,1513,-12.5,732,i,1.4,.,.,-0.6%,.,.,.,-0.6,1134,i,16.9
CC(C)[C@@H](N)C(=O)N/N=C/c1ccc2nccnc2c1,.,.,.,.,5.0,767,i,0.0,.,.,0.3%,.,.,.,0.6,1301,i,28.4
O=C(NCC1CCCO1)C(c1cccs1)N(Cc1ccccc1Cl)C(=O)c1ccc(-c2ccccc2)[nH]1 (stereo unspecified),i,-15.1,-0.49,1557,32.8,640,i,1.1,20.0,-3.7,?,3.5,3.2,13.2,1.7,1082,i,40.9
N#Cc1ccc(NC(=S)NCCN2CCOCC2)cc1,i,3.3,0.53,1685,2.3,717,i,1.1,-0.2,3.8,0.0%,6.5,1.6,3.8,-1.6,1077,i,51.4
CCCCn1c(=O)[nH]c(=O)c2c1nc(-c1ccc(OCC)cc1)n2CC,.,.,.,.,6.8,796,i,0.3,.,.,0.7%,.,.,.,.,.,i,41.0
Cc1cccc(NC(=S)NCCN2CCOCC2)c1C,i,-5.2,.,.,-0.1,659,i,0.9,-12.9,-1.0,-0.4%,3.7,2.9,2.0,-0.1,969,i,39.3
Cc1cccc(OCc2nc(-c3ccccn3)n[nH]2)c1,i,5.3,1.1,1242,0.8,795,i,0.7,-4.5,3.1,-0.3%,2.2,1.2,9.6,0.5,1149,i,40.6
O=C(Cc1ccccc1)N1CCN(c2ccc([N+](=O)[O-])cc2)CC1,.,.,.,.,6.6,802,i,0.4,.,.,-1.5%,.,.,.,.,.,i,27.7
CCCCOC(=O)Nc1nnc(CCc2ccccc2)s1,i,-3.1,.,.,11.2,778,i,1.8,29.7,16.6,-0.2%,1.7,0.7,9.6,-15.2,1211,i,61.8
CCOC(=O)c1cnc(-n2nc(C)cc2C)nc1Nc1ccc(N(C)C)cc1,i,-2.6,?,.,4.1,738,i,1.0,14.1,15.8,2.4%,1.4,0.8,7.0,-1.7,1152,i,22.5
CCOC(=O)C(C)Sc1nc2c(c(=O)[nH]c(=O)n2C)n1CCc1ccccc1 (stereo unspecified),i,10.1,0.09,961,.,.,i,0.8,15.5,16.5,1.1%,4.7,2.6,3.9,0.2,1204,i,46.1
N#CCSc1nc2sc3c(c2c(=O)n1C1CCCCC1)CCCC3,i,4.5,-0.5,1457,.,.,i,1.7,9.3,-7.1,3.2%,4.4,3.6,10.9,-3.1,999,i,63.1
O=C(Nc1nc2ccc([N+](=O)[O-])cc2s1)c1ccc(S(=O)(=O)N2CCCc3ccccc32)cc1,i,25.4,-3.45,1020,-27.7,648,i,0.4,44.3,9.2,-0.3%,3.9,1.2,11.2,3.3,797,i,43.7
COc1cc2c(cc1OC)CN(C(=O)c1ccc(S(=O)(=O)N3CCCCCC3)cc1)CC2,i,15.9,.,.,-1.6,607,i,0.3,15.4,-2.9,-0.6%,2.8,1.7,1.9,-0.5,934,i,42.1
Cc1oc(-c2cccc(F)c2)nc1CN1CCCCC1CCn1cccn1 (stereo unspecified),i,48.9,.,.,-19.9,678,i,0.6,9.1,-8.1,-0.9%,2.3,2.5,9.2,-0.3,983,i,34.0

# Compounds as they come; any-hit rate near 3.9%.
